Source: PubChem BioAssay (several laboratories)
EP2 modulator – modulates human prostaglandin E2 receptor EP2 signaling; induction, % at 25 µM; 0.83% of 260,000 active; P43116; EP2-expressing cells, cAMP HTRF FRET, PGE2 co-stimulation;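 active = compounds whose cAMP rise, as percent of the full-agonist control response, exceeds 60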;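 also: rat C6 glioma line stably carrying human EP2 under a CMV promoter; the protocol text gives 20 µM as final concentration; 100% = response of wells given 1 µM PGE2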
EP2 antag – EP2 receptor (human) inhibition | P43116 | C6 glioma cells expressing human EP2, cAMP TR-FRET; cells stimulated with saturating PGE2 | inhibition, % at 25 µM | 0.52% of 260,000 active | AID 1422;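 active = percent inhibition above 40 after rounding to a whole number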;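 also: rat C6 glioma host cells with rolipram phosphodiesterase inhibitor present; the protocol text gives 20 µM as final concentration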
Tb hexokinase – T. brucei hexokinase 1 inhibition. AID 1430. recombinant TbHK1, G6PDH-coupled NADH A340. 0.11% of 220,000 active. inhibition, % at 10 µM;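 active = inhibition of 50% or more in the single-dose primary screen; inactive = inhibition below 50%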
Rad51 HR inh – blocks human Rad51 in homologous recombination; inhibition, % at 10 µM; AID 1385; hRad51 DNA strand exchange, fluorescence dequenching; Q06609; 0.085% of 200,000 active;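 active = inhibition above 40% at the single screening dose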;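 also: 0% = DMSO control wells and 100% = blanks with heterologous ssDNA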
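Test system – preformed human Rad51 ssDNA filaments · Reagent – Donor/quencher-labelled 47-bp dsDNA substrate · Incubation – 37 °C 15-min filament assembly, 30-min compound preincubation, 15-min exchange · Signal – FRET fluorescence dequenching, excitation 485 nm, emission 520 nm · Read-out – percent inhibition from fluorescence, normalised to plate control and blank means · Benchmarks – plate control and blank wells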
zVAD death inh – blocks zVAD induced death of L929 cells | 0.38% of 220,000 active | L929 zVAD necroptosis rescue, ATP luminescence, 24 h; with zVAD 60 µM | viability rescue, % at 10 µM;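 active = activation, scaled between plate controls, above about 75%, limit read from the data; inactive = activation under that limit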;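 also: 0% = zVAD with DMSO and 100% = DMSO alone without zVAD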
m-calpain inh – blocks pig calpain II enzyme activity. purified calpain II, fluorogenic peptide substrate, 30 min. inhibition, % at 16 µM. 0.37% of 220,000 active. AID 1236;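 active = inhibition above about 50%, limit read from the data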
eIF4E 4G PPI – inhibitors of eIF4E and eIF4G interaction in translation initiation; AID 782; 0.37% of 220,000 active; P63073+Q04637; TR-FRET eIF4E-eIF4GI(517-606) binding, 2 h; inhibition, % at 21.7 µM;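 active = inhibition above about 30%, limit read from the data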;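 also: 0% = full FRET control wells and 100% = background wells lacking eIF4GI fragment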
14-3-3 Bad PPI – disrupts binding of bovine 14-3-3 zeta to phospho-Bad peptide | inhibition, % at 21.7 µM | TR-FRET 14-3-3zeta/Dy647-pBad peptide displacement, 1 h | P63103 | 0.71% of 220,000 active | AID 781;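 active = inhibition above about 70%, limit read from the data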;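 also: 0% = full 14-3-3 plus peptide FRET controls and 100% = background without 14-3-3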
Hck Nef HTS – blocks Nef-activated human Hck kinase | P08631 | Recombinant Hck-YEEI plus Nef, Z-Lyte FRET kinase assay | inhibition, % at 20 µM | 0.68% of 220,000 active | AID 463187;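 active = Hck-Nef kinase inhibition above about 50%, limit read from the data; inactive = inhibition below that limit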;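 also: 0% = DMSO with Hck plus Nef and 100% = Hck alone without Nef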
* = called active by the depositor; . = no result given. Not all compounds are listed; rates above refer to the full screens.

Keys: A = EP2 modulator; B = EP2 antag; C = Tb hexokinase; D = Rad51 HR inh; E = zVAD death inh; F = m-calpain inh; G = eIF4E 4G PPI; H = 14-3-3 Bad PPI; I = Hck Nef HTS
#1 CN1C(=O)C(=Cc2ccccc2Oc2ccc(Cl)c(F)c2)C(=O)N(C)C1=O
  A: 21; B: 16; C: -3; D: 9; E: 0.0; F: -22; G: 15; H: 51; I: 1
#2 CC(C)CC(NC(=O)C1CCCCC1)C(=O)N1CCC2(CC1)OCCO2 (stereo not drawn)
  A: 2; B: 3; C: 9; D: 0; E: 1.5; F: 0; G: 0; H: 5; I: 7
#3 O=C(CCS(=O)(=O)c1ccc(Br)cc1)N1CCC2(CC1)OCCO2
  A: 12; B: 7; C: -3; D: 2; E: 0.3; F: 0; G: 5; H: -3; I: -1
#4 CN(C)C(=Nc1ccccc1)P(=S)(N(C)C)N(C)C
  A: 20; B: 8; C: -1; D: .; E: 0.2; F: 7; G: 0; H: -6; I: 4
#5 O=C(N/N=C\C1C(=O)NC(=S)N(c2ccccc2)C1=O)c1ccc(O)cc1 (stereo not drawn)
  A: 26; B: 6; C: -11; D: -1; E: 2.8; F: -8; G: -8; H: -12; I: 16
#6 C#C[C@]1(O)CC[C@H]2[C@@H]3CCC4=CC(=O)CC[C@]4(C)[C@H]3CC[C@@]21C
  A: -4; B: 19; C: -1; D: 3; E: 2.1; F: 16; G: 0; H: 1; I: -2
#7 O=C(Cn1c(=S)[nH]c2ccccc2c1=O)N1CCC2(CC1)OCCO2
  A: 34; B: 3; C: -2; D: 2; E: 0.0; F: -17; G: 2; H: 8; I: 1
#8 CC(=O)OC1N=C(c2ccccc2Cl)c2cc(Br)ccc2N(C)C1=O (stereo not drawn)
  A: 10; B: 12; C: -4; D: .; E: 0.5; F: -15; G: 2; H: -4; I: 21

Single records, as listed above. Screens in order: EP2 modulator	EP2 antag	Tb hexokinase	Rad51 HR inh	zVAD death inh	m-calpain inh	eIF4E 4G PPI	14-3-3 Bad PPI	Hck Nef HTS
C#C[C@]1(O)CC[C@H]2[C@@H]3CCC4=CC(=O)CC[C@]4(C)[C@H]3CC[C@@]21C is listed with -4	19	-1	3	2.1	16	0	1	-2
CN1C(=O)C(=Cc2ccccc2Oc2ccc(Cl)c(F)c2)C(=O)N(C)C1=O is listed with 21	16	-3	9	0.0	-22	15	51	1

Some of the entries above in a different format.
Order of values: EP2 modulator	EP2 antag	Tb hexokinase	Rad51 HR inh	zVAD death inh	m-calpain inh	eIF4E 4G PPI	14-3-3 Bad PPI	Hck Nef HTS
2: CC(C)CC(NC(=O)C1CCCCC1)C(=O)N1CCC2(CC1)OCCO2 (stereo not drawn)
 : 2	3	9	0	1.5	0	0	5	7
8: CC(=O)OC1N=C(c2ccccc2Cl)c2cc(Br)ccc2N(C)C1=O (stereo not drawn)
 : 10	12	-4	.	0.5	-15	2	-4	21
7: O=C(Cn1c(=S)[nH]c2ccccc2c1=O)N1CCC2(CC1)OCCO2
 : 34	3	-2	2	0.0	-17	2	8	1
3: O=C(CCS(=O)(=O)c1ccc(Br)cc1)N1CCC2(CC1)OCCO2
 : 12	7	-3	2	0.3	0	5	-3	-1
